# MLL CXXC-DNA inh: MLL CXXC-DNA interaction inhibition; Q03164; MLL-CXXC / FITC-HOXA9 DNA fluorescence polarization; Potency, µM (highest dose often 115 µM), inactives show at the top dose activity change, negative = inhibition, actives largely listed as inhibitors; 290,000 compounds, 0.037% hits; AID 2662; active means well fitted inhibition curve with a large enough effect in the polarisation, with a control signal flat, not every such curve was filed as active; inconclusive means small, poorly fitted or top-dose-only effect, or effect the other way, or a change in a side signal; inactive means no such curve, though single readings can be large or run the other way; the % refers to the polarisation; further: potency means the concentration at half of the fitted maximal effect
#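 Fluorescence polarization: 7 uM MLL-CXXC (stock) preincubated 5 min with compounds, then 50 nM fluorescein-HOX-A9 DNA (stock) added; 30 min ambient. Buffer 50 mM Tris-HCl pH 7.5, 50 mM NaCl, 1 mM DTT, 0.05% BSA.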
# B2AR arrestin: recruits beta-arrestin to the human beta2-adrenergic receptor | P07550 | beta-arrestin recruitment to beta2AR, cell-based reporter | Potency, µM (top dose mostly 46.1 µM), without a hit: at the top dose activation, hits mostly activators | 330,000 compounds, 0.02% hits | AID 492947;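 further: potency means the concentration at half of the fitted maximal effect; 0% = DMSO controls and full agonism = EC100 isoproterenol or metaproterenol; nearly all actives have a fitted effect of over 65% in size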
# ELG1 DNA repair: blocks ELG1-dependent DNA repair in HEK293T cells | HEK293T ELG1-luciferase reporter, luminescence, 16 h; DNA damage induced by 5-fluorouridine | Potency, µM (top dose mostly 46.1 µM), without a hit: at the highest dose activity change, negative = inhibition, most hits filed as inhibitors | 330,000 compounds, 2.3% hits | AID 504467; further: potency means the concentration at half of the fitted maximal effect; on the % scale 0 is the no-effect control and ±100 the full control effect; nearly all actives have a fitted effect of over 55% in size
#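 Quantitative HTS, concentration-response format. 2,000 cells/well co-treated with 5-fluorouridine and compound, 16 hr in 5% CO2 at 37 °C; ONE-Glo luminescence read after 30 min.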
# BRCA1 expr act: increases BRCA1 expression; 380,000 compounds, 1.1% hits; MCF7-BRCA1-FFLuc reporter, luminescence, 48 h; response scale: scaled: vehicle 0%, 10 µM genistein 100%; AID 624202; Potency, µM (series often up to 46.1 µM), for inactives: at the top dose activation, usual class: activators; further: potency means the concentration at half of the fitted maximal effect; nearly all actives have a fitted effect of over 80% in size; some results filed as inactive show a strong effect at the top dose
#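 Reporter cells (MCF7, BRCA1 promoter-firefly luciferase) received library compounds across a concentration series for 48 h. End-point luminescence was measured and concentration-effect curves derived after normalization.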
# p53 reactivation: mutant p53 re-activation in reporter cells | Potency, µM (series often up to 92.2 µM), for the others: top-dose activity change, positive = activation, hits mostly activators | H1299 p53-A138V BP100-luciferase reporter, luminescence, 24 h | 320,000 compounds, 0.063% hits; further: potency means the concentration at half of the fitted maximal effect; % of control where 0% means no effect; nearly all actives have a fitted effect of over 45% in size
#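 p53-null H1299 cells stably carrying temperature-sensitive p53-A138V and a BP100-luciferase reporter were pinned with compounds (4-point, 1:5 series) and held 24 hrs at 37 deg C. Luminescence was read 10 min after detection reagent.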
# TSG101-PTAP inh: blocks PTAP/TSG101 interaction to inhibit HIV-1 budding; 340,000 tested, under 10 active; Potency, µM (doses to about 115 µM), for the others: at the highest dose activity change, negative = inhibition, most hits filed as inhibitors; Fluorescence polarization, FITC-PTAP peptide / Tsg101 binding; active means well fitted inhibition curve with a large enough effect in the main read-out, with a control signal flat, not every such curve was filed as active; inconclusive means small, poorly fitted or top-dose-only effect, or effect the other way, or a change in a side signal; inactive means no such curve, though single readings can be large or run the other way; further: potency means the concentration at half of the fitted maximal effect; % of control where 0% means no effect
#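 Fluorescence anisotropy tracks displacement of a FITC-tagged PTAP peptide (50 nM) from the Tsg101 binding domain (10 uM), following a 20 min room-temperature incubation at pH 7.5.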
# AT treatment: potential ataxia-telangiectasia treatment. […] A-T fibroblasts, KAP-1 phosphorylation AlphaLISA; neocarzinostatin DNA damage 30 min before lysis. Potency, µM (series often up to 57.5 µM), inactives show top-dose activation, hits mostly activators. 320,000 compounds, 0.19% hits; further: potency means the concentration at half of the fitted maximal effect; % of control where 0% means no effect; nearly all actives have a fitted effect of over 45% in size
#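 ATM-like activity read as KAP-1 phosphorylation via AlphaLISA donor/acceptor antibody pairs after lysis and 6 hr at 25C. Cells were ATM-null patient fibroblasts ([…], hTERT), dosed 60 min, then exposed to the DSB inducer NCS for 30 min.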
# Integrin act MD: activates integrin-mediated alleviation for muscular dystrophy. alpha7betagal myoblasts, beta-gal FDG fluorescence, 48 h. Potency, µM (series often up to 38.3 µM), inactives show at the top dose activation, hits mostly activators. 350,000 compounds, 0.064% hits;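 further: potency means the concentration at half of the fitted maximal effect; 100% = response of the positive control SU9516; nearly all actives have a fitted effect of over 60% in size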
#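 alpha7betagal+/- myoblasts (passage 13, 250/well) treated 48 h at 37C with compounds at 1:260 dilution of DMSO stock. Lysed, then beta-galactosidase activity read as FDG fluorescence (ex 480/em 540) after 30 min, with pre-read for autofluorescence.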
# TRPV1 agonist: agonists of human vanilloid receptor 1 (TRPV1). AID 540275. activation, % at 8.33 µM. Q8NER1. TRPV1-expressing cells, Fluo-8 calcium influx, agonist mode. 320,000 compounds, 0.19% hits; in the data active means activation above about 80%; inconclusive means between about 30% and that limit; further: 0% is about no effect
# Target sequence (Q8NER1 whole entry, looked up): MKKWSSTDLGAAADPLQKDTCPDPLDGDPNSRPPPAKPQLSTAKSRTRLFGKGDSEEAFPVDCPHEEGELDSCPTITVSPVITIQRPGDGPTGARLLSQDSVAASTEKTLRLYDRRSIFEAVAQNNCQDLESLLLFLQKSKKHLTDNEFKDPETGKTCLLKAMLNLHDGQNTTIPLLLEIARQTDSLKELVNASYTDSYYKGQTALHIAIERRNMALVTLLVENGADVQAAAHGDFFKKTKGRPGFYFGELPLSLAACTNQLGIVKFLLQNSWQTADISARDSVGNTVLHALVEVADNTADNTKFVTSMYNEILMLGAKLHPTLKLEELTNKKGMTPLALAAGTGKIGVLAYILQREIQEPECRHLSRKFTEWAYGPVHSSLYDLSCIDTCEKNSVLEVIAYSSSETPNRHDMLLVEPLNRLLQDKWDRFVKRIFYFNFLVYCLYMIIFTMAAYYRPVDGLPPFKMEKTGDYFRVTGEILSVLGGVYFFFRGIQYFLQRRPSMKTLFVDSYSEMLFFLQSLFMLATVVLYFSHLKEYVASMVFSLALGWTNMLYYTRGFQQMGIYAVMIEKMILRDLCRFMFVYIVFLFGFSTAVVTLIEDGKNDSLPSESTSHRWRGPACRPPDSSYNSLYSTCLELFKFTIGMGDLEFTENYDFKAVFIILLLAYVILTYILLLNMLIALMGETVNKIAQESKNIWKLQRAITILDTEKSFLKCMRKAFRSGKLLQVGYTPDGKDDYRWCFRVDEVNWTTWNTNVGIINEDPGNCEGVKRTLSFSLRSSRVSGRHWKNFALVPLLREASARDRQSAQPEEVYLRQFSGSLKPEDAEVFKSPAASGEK
#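 Cells expressing TRPV1 were dye-loaded with Fluo-8 and read kinetically: 10 s baseline, 3 min after compound (agonist portion), then 2 min after EC20 capsaicin (allosteric enhancer portion). Calcium-bound dye fluorescence at 480/520 nm.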
# TCR activator: T cell receptor activation; primary human leukocytes, anti-CD3, IL-2 HTRF, 48 h; Potency, µM (top dose mostly 9.22 µM), for inactives: at the top dose activation of IL-2 secretion, usual class: activators; 330,000 tested, under 10 active; AID 504894; further: % of control where 0% means no effect
#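 HTRF read-out of IL-2 secretion: europium cryptate donor excited at 320nm, d2 acceptor emission at 665nm. Cells were primary human leukocytes incubated 48 hr with compounds and a-CD3 beads, supplying TCR signal only.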
# Starred values were filed as active, the others as inactive; ? = inconclusive; . = not tested or not shown; [ ] = remark or other dose. Unless noted, the call rests on the fitted dose curve; in most records, active means well fitted curve in the direction sought with a large enough effect; inconclusive means small, poorly fitted or top-dose-only effect, or another doubt; inactive means no such curve, though single readings can be large; an effect the other way counts as inactive or inconclusive.
SMILES,MLL CXXC-DNA inh,B2AR arrestin,ELG1 DNA repair,BRCA1 expr act,p53 reactivation,TSG101-PTAP inh,AT treatment,Integrin act MD,TRPV1 agonist,TCR activator
O=C(OCC(=O)N1CCCC1=O)c1nc(Cl)c(Cl)c(Cl)c1Cl,-4%,-0.1%,?,-46%,-35%[inhibitor],-6%,-3%,-43%,5,-6%
Cc1cc(=O)oc2cc(OCc3cc4c(cc3Cl)OCO4)ccc12,-1%,0.1%,?,-25%,-5%,-13%,-4%,0%,2,-6%
O=c1[nH]c2cccc(F)c2n2cccc12,-8%,-1.1%,?,-5%,-4%,-9%,-10%,-9%,-2,3%
CC1CCCCC1NC(=O)c1ccc(NS(=O)(=O)c2ccc3[nH]c(=O)[nH]c3c2)cc1 (configuration not stated),.,-0.1%,8%,-4%,-6%,1%,0%,-10%,0,7%
N#C/C(=C\c1cccs1)C(=O)c1ccccc1,?,-0.4%,12%,-11%,-3%,1%,-12%,8%,0,12%
CC1Cc2ccccc2N1Cc1cccc([N+](=O)[O-])c1 (configuration not stated),-7%,-0.4%,0%,-5%,-4%,-3%,8%,0%,-2,-4%
CCn1c(C)c(C(C)=O)c(N2CCCC2)nc1=S,-3%,-0.2%,0%,8%,-9%,-6%,2%,8%,-2,0%
CN(Cc1ccccc1Cl)C(=O)CCNC(=O)c1ccco1,.,-0.7%,0%,6%,10%,-3%,0%,34%,3,-2%
CC1=C(C(=O)N2CCN(c3cc(C)ccc3C)CC2)C2(CCC(C)CC2)OC1=O (configuration not stated),10%,-0.2%,16%,.,-6%,.,20%,.,-2,.
COc1ccc(C(=O)/C=C/c2cc(C(=O)O)cc3c2OCOC3)c(O)c1,-12%,0.3%,?,-16%,20%,1%,7%,-16%,1,-5%
O=C(Cn1cc([N+](=O)[O-])cn1)Nc1ccc(Cn2cc(Br)cn2)cc1,6%,-0.3%,1%,-15%,-6%,-1%,1%,9%,-4,2%[46.1 µM]
CCN1CCN(c2nnc(-c3ccccc3)c3ccccc23)CC1,-3%,0.5%,-9%,3%,-4%,-5%,5%,0%,2,1%
COc1cccc(NC(=O)c2ccccc2NS(C)(=O)=O)c1,7%,-0.2%,3%,-1%,3%,0%,4%,19%[7.66 µM],1,4%
COc1nnc(-c2ccc(N3CCCCC3)c(NC(=O)COc3ccccc3)c2)c2ccccc12,.,.,.,5%,.,-7%,.,1%,.,0%
CCOC(=O)C1C(=O)NC(c2ccccc2)=NC1c1ccc(Br)cc1 (configuration not stated),-3%,-0.1%,17%,1%,7%,0%,2%,15%,9,-5%
O=C1OC2CC3CC1CC(O)(C3)C2 (configuration not stated),-2%,-0.3%,1%,-7%,3%,-2%,-2%,1%,1,7%
CN(C)CCCNC(=O)c1cc(C(=O)C2CCCCC2)c[nH]1,5%,0.5%,21%,-6%,29%,-5%,0%,-27%,-3,3%
CCOc1ccccc1N1CCN(C(=O)Nc2ccc(F)c(Cl)c2)CC1,1%,-0.2%,0%,9%,-6%,-5%,6%,6%,?,-6%
Cc1ccc(S(=O)(=O)N(C)C)cc1NC(=O)Nc1ccccc1,2%,-0.5%,-1%,-17%,3%,-2%,-6%,-25%,1,-5%
COc1ccccc1C(=O)NC(=O)CSc1nc(C)cs1,.,-1.3%,10%,7%,8%,0%,-7%,30%,6,-7%
CCS(=O)(=O)N1Cc2ccccc2CC1C(=O)Nc1nc(C)cs1 (configuration not stated),6%,-0.1%,?,0%,3%,-2%,-2%,1%,0,-6%
Nc1ccc(N(CCO)CCO)cc1,-2%,0.0%,-2%,2%,-6%,0%,0%,14%,1,13%
CCCCCCCNC1=CC(=O)CC(c2ccco2)C1 (configuration not stated),6%,-0.4%,4%,18%,27%,-1%,4%,-54%,17,3%[46.1 µM]
O=C(OCC(=O)N1CCCCCC1)c1ccc(Br)c(S(=O)(=O)N2CCOCC2)c1,.,-0.3%,?,-14%,-1%,-1%,16%,-4%,.,-3%
CCOC(=O)C1(Cc2cccc(OC)c2)CCCN(Cc2cnn(C)c2)C1 (configuration not stated),5%,-0.7%,10%,-20%,-1%,-1%,3%,6%,0,2%

# Already shown: an excerpt of the list.
SMILES,MLL CXXC-DNA inh,B2AR arrestin,ELG1 DNA repair,BRCA1 expr act,p53 reactivation,TSG101-PTAP inh,AT treatment,Integrin act MD,TRPV1 agonist,TCR activator
O=C(OCC(=O)N1CCCCCC1)c1ccc(Br)c(S(=O)(=O)N2CCOCC2)c1,.,-0.3%,?,-14%,-1%,-1%,16%,-4%,.,-3%
CCOC(=O)C1(Cc2cccc(OC)c2)CCCN(Cc2cnn(C)c2)C1 (configuration not stated),5%,-0.7%,10%,-20%,-1%,-1%,3%,6%,0,2%

# The results go on:
SMILES,MLL CXXC-DNA inh,B2AR arrestin,ELG1 DNA repair,BRCA1 expr act,p53 reactivation,TSG101-PTAP inh,AT treatment,Integrin act MD,TRPV1 agonist,TCR activator
COc1ccc(-n2nnnc2SCC(=O)Nc2cccc(C)n2)cc1OC,3%,0.1%,-4%,0%,-14%,-6%,0%,-23%,0,-4%
O=C(NCc1ccco1)c1ccc(Cl)cc1[N+](=O)[O-],20%,-0.5%,12%,12%,-8%,-6%,-8%,9%,1,-10%
O=C(COc1ccc(S(=O)(=O)N2CCCCC2)cc1)Nc1ccccc1F,-11%,-0.3%,-3%,-12%,13%,-5%,-3%,3%,28,0%
COc1ccc(CNC(=O)COC(=O)/C=C/c2cccc(Cl)c2)cc1,.,-0.7%,12%,2%,-2%,2%,13%,1%,.,-1%[46.1 µM]
CCC(C)(NC(=O)c1cccc(N2C(=O)CSC2c2ccccc2)c1)C(=O)Nc1ccccc1C (configuration not stated),-3%,-0.7%,-10%,-19%,2%,-3%,5%,4%,2,4%
Cc1ccc(Oc2nsnc2N2CCOCC2)cc1,-5%,-0.8%,5%,1%[1.84 µM],19%,-5%,2%,-13%,25,0%
CC(C)(C)OC(=O)N1Cc2ccccc2C[C@H]1C(=O)NCC(=O)Nc1ccc2c(c1)OCCO2,0%,0.3%,?,9%,19%,-10%,0%,5%,-1,-4%
O=C(c1ccc2ccccc2c1)N1CCN(c2ccc([N+](=O)[O-])c(N3CCOCC3)c2)CC1,-9%,-0.1%,?,-2%,5%,1%,-6%,9%,-1,-3%
COc1ccc(-n2ncc(C(=O)NC3CC3)c2C2CCN(C(=O)OC(C)(C)C)CC2)cc1,5%,-1.1%,4%,-15%,0%,-3%,-2%,-54%[inhibitor],?,2%
COc1cc(NC(=O)CCC(=O)OCCCC(F)(F)C(F)(F)F)nc(OC)n1,1%,0.0%,-1%,-23%,-2%,-2%,4%,35%,3,1%
COc1ccc(S(=O)(=O)n2nc(OC(=O)c3ccccc3)cc2N)cc1,213%[activator],0.3%,18%,0%,?,1%,.,15%,2,9%
O=C(NCc1cccnc1)c1nnc(Cc2ccc(F)cc2)o1,2%,0.4%,-2%,0%,3%,-3%,-6%,-11%,.,-2%
CCOC(=O)c1ccc(COC(=O)c2cc3ccccc3oc2=O)o1,-2%,-0.7%,?,-18%,?,-4%,-5%,11%,-4,-3%
CCC/C(O)=C1\C(=O)CC(C)(C)CC1=NCCO,-7%,-0.2%,15%,5%,-17%,-3%,.,0%,9,0%
CC(=O)n1c2ccccc2c2nc3ccccc3nc21,-4%,-0.3%,?,51%,25%,-7%,30%,18%,-1,-1%
CCCNC(=O)c1cccc(COCC(F)(F)F)c1,.,.,.,7%,.,0%,.,23%,.,-11%
Cc1ccc(C)n1-n1c(C)nc2sc3c(c2c1=O)CCCCC3,4%,-0.4%,-3%,0%,6%,-7%,9%,-5%,18,8%
Cc1ccc2c(c1)N(CCCC(=O)Nc1cccc(C(F)(F)F)c1)C(=O)CO2,2%,-0.1%,-25%,-6%,-2%,-4%,2%,35%,15,2%
O=C1CCC(c2ccccc2)(C2CCN(Cc3ccccc3)CC2)C(=O)N1 (configuration not stated),-2%,0.2%,6%,11%,1%,1%,3%,.,2,14%
COc1cc(C(=O)OC2CC3CCC2(C)C3(C)C)ccc1OC(C)=O (configuration not stated),23%,-0.2%,9%,18%,8%,1%,24%,22%,25,8%
Cc1ccc(Nc2cc(Cl)nc(N)n2)c([N+](=O)[O-])c1,.,.,.,2%,.,-3%,.,8%,.,1%
CC1CN(c2ccccn2)C(C)CN1C(=S)Nc1ccccc1 (configuration not stated),.,.,.,-12%,.,-4%,.,-10%,.,-1%
CC(C)(C)OC(=O)N1CCC[C@H]1c1nnc(SCC(=O)Nc2cccc(Cl)c2)o1,-4%,-0.2%,-8%,-17%,10%,-5%,13%,40%,4,-5%
Cc1ccc(S(=O)(=O)N2CCN(c3ccnc4cc(Cl)ccc34)CC2)cc1C,4%,0.1%,?,-17%,1%,0%,3%,-1%,10,10%
COc1ccc(-c2csc(Nc3ccc(S(N)(=O)=O)cc3)n2)cc1,23%,-0.1%,16µM*,-1%[1.84 µM],-4%,-3%,1%,?,1,0%
COc1ccc(N2CCN(C(=O)COC(=O)c3oc4ccc(OC)cc4c3C)CC2)cc1,.,-2.2%,1%,2%,10%,0%,-1%,-10%,20,-3%

# Compound activity from PubChem BioAssay.
